# ROC1-CUL1 inh: inhibitors of human ROC1-CUL1 ubiquitin ligase activity. hit rate 0.6% among 140,000. P62877+Q13616. inhibition, % at 10 µM. AID 1347404. in vitro K48 di-Ub FRET, acceptor:donor ratio, 45 min; in the data active = inhibition above about 25%
# Target sequence (P62877 whole entry, looked up): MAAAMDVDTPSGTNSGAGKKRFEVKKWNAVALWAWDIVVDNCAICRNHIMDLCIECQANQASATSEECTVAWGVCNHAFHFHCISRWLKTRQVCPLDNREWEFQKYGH
# Target sequence (Q13616 whole entry, looked up): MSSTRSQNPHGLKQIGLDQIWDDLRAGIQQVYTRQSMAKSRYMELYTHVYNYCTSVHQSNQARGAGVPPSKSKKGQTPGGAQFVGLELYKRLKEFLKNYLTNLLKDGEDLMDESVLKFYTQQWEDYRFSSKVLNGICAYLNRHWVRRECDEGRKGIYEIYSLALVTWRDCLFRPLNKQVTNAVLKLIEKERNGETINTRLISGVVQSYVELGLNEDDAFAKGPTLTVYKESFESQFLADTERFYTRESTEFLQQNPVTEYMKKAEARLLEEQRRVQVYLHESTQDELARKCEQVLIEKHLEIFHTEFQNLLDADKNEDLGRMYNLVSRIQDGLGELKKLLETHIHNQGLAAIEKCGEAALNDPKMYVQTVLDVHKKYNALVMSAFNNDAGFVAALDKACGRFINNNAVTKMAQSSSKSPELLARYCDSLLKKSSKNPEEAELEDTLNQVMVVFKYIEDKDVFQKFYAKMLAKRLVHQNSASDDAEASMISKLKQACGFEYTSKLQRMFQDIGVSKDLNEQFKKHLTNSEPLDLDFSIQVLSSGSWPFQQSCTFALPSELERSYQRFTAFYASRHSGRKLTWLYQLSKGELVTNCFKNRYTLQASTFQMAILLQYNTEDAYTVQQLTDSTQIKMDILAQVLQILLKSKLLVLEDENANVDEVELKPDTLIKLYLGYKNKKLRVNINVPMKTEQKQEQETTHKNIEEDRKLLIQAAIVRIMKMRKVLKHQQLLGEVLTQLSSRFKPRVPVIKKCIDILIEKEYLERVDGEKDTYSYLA
# Starred values were filed as active, the others as inactive.
SMILES,ROC1-CUL1 inh
Fc1ccc2c(c1)C1C=CCC1C(c1cccnc1)N2 (stereo unspecified),3
O=C1N(CC2CCC2)CCCC1(O)CN1CC=C(c2ccccc2)CC1 (stereo unspecified),7
Cc1ccc(C2(O)CC(C)N(C)CC2C)cc1 (stereo unspecified),4
CN1C(=O)C(C(=O)O)[C@@H]2c3ccccc3O[C@]13CCC[C@H]23 (stereo partly specified),0
Cc1c(Cl)cccc1N1C(=O)/C(=C/c2cc(C)n(-c3ccc(C(=O)O)cc3)c2C)C(=O)NC1=S,35*
CC1(C)CN=C(Nc2nc3ccccc3s2)S1,7
COc1ccc(S(=O)(=O)N(C)[N+](=O)[O-])cc1,-1
N#CC(C#N)=NNc1ccc(F)cc1,-2
O=[N+]([O-])CC1=Nc2ccc(Cl)cc2C(c2ccccc2F)=NC1,14
COc1ccc(CC(=O)N2CCN(C(c3ccccc3)c3ccccc3)CC2)cc1,2
C=CCOC(=O)C1=C(C)OC(=N)C(C#N)C12C(=O)Nc1ccc(Cl)cc12 (stereo unspecified),7
N#CC(C#N)=Cc1ccc(Br)cc1F,-1
O=C(c1ccccc1)C(CN1CCCC1)c1ccccc1 (stereo unspecified),-5
CN1C2CCC1CC(NCc1ccccc1)C2 (stereo unspecified),14
CC(C)NCC(O)COc1ccc2[nH]cc(CCN)c2c1 (stereo unspecified),6
CN1CCN(c2cc3c(cc2F)no[n+]3[O-])CC1,-5
O=C(NCc1ccccc1Cl)c1cn(CCN2CCCCC2)nn1,14
CCCCn1c(C)c(C(=O)OCC)c2cc(OC(C)=O)c(Br)cc21,2
CCN1C(=O)c2ccccc2N(CC(=O)OC)P1(=O)C(=S)Nc1ccc(OC)cc1 (stereo unspecified),-4
O=C(N1CCc2ccccc21)C(Cl)(Cl)Cl,-14
CN1CCc2nc(SCc3cccc(Br)c3)c(C#N)cc2C1,-6
Cc1cccn2c(CNC(C)Cc3cccnc3)c(C(=O)N3CCOCC3)nc12 (stereo unspecified),1
C=CCN1C(=O)C(C(C)=O)C(=O)NC1=S (stereo unspecified),3
COc1ccc(CC2C(=O)NC(=S)NC2=O)cc1,6
CC1CN(c2ccc([N+](=O)[O-])cc2[N+](=O)[O-])CCN1 (stereo unspecified),-4
CCOC(=O)C1=C(C)OC(=N)C(C#N)C12C(=O)Nc1cc(Br)ccc12 (stereo unspecified),3
CCOCCOC(=O)C1C2c3ccccc3C(c3ccccc32)C1C(=O)OCCOCC (stereo unspecified),-4
CCOc1ccc(CN(CCc2ccc3c(c2)OCO3)Cc2cccc(C)c2)cc1,0
CCC12CN3CCN(CC(C3)C1O)C2 (stereo unspecified),-20
COc1cccc(OP(=O)(Nc2ccccc2)Oc2cccc(OC)c2)c1,0
CCOCCN1CCN(c2nnc3n2-c2sc(Br)cc2C(c2ccccc2Cl)=NC3)CC1,7
CCCOC(=O)C1C2c3ccccc3C(c3ccccc32)C1C(=O)OCCC (stereo unspecified),5
CCOC(=O)C1(c2ccccc2)CCN(CC(=O)Nc2cc(Cl)ccc2OC)CC1,6
CC(=O)Oc1c(C2c3ccccc3Oc3c2c(=O)oc2ccccc32)c(=O)oc2ccccc12 (stereo unspecified),-1
COc1ccc(-c2nc(CN3C(=O)CN=C(c4ccccc4Cl)c4cc(Cl)ccc43)c(C)o2)cc1OC,3
CCC(C)Oc1ccccc1C=C(C#N)C#N (stereo unspecified),-1
CCCc1ccc(OCC(=O)Nc2ccc(Cl)cc2C(=O)c2ccccc2)cc1,0
O=C1NC(=S)N(c2ccccc2)C(=O)/C1=C\c1ccc(OCc2ccccc2)c(C(=O)O)c1,10
CCCc1c(C)nc(N2CCN(C)CC2)[nH]c1=O,3
O=C1Nc2ccc(Br)cc2/C1=C/c1nc2ccccc2c(=O)n1-c1ccccn1,4
CCCOc1c(I)cc(/C=C\[N+](=O)[O-])cc1OC,6
CCOC(=O)C1C(=NC(=O)Cc2ccccc2)c2ccccc2CC12CCCCC2 (stereo unspecified),14
C=CCOC(=O)C12CC(C)(OC(C)=O)C1c1ccccc1OC2=O (stereo unspecified),-3
O=P(Nc1ccccc1)(Nc1ccccc1)Oc1ccc(Cl)cc1,-8
CCc1nc(SC)ncc1C(=O)Nc1ccc(Cl)cc1C(=O)c1ccccc1,-3
CCOc1ccc2c(c1)c(C(=O)O)c(C)n2C,-11
COc1ccc(C(O)c2ccccc2OP(=O)(N(C)C)N(C)C)cc1 (stereo unspecified),4
O=C1CC(=O)N(CCC2=CCCCC2)C(=O)N1,8
CN1C2CCCC1CC(OC(=O)c1cccc3[nH]cnc13)C2 (stereo unspecified),-6
CCOC(=O)C1C(=N)OC(C)=C(C(=O)OCCOC)C12C(=O)Nc1ccccc12 (stereo unspecified),2
CCOc1ccc2nc(NC(=O)c3cccn(Cc4ccccc4C)c3=O)sc2c1,2
CC1C2Cc3ccc(O)cc3C1(C)CCN2CCC1OCCO1 (stereo unspecified),5
Cc1cccc(C)c1OCC#CCN1CCOCC1,-1
Cc1ccc(OCC#CCN2CCOCC2)cc1C,-5
Nc1ccccc1-n1c(=S)[nH]c2ccccc2c1=O,-4
CCCC1=Nc2cc(C(=O)NCCCN(CC)CC)ccc2Sc2ccccc21,-4
O=C(NC1CN2CCC1CC2)c1cc(Cl)c([N+](=O)[O-])c2nc[nH]c12 (stereo unspecified),-2
Cc1cccc(CN2CC=C(c3noc(CCC(=O)Nc4ccc(C)c(F)c4)n3)CC2)c1,-8
CNCCc1csc2ccc(C)cc12,-2
O=C1C2CSCC1CN(Cc1ccccc1)C2,-4

# A draw from above in order of length of the SMILES, largest number first.
SMILES,ROC1-CUL1 inh
CCCc1ccc(OCC(=O)Nc2ccc(Cl)cc2C(=O)c2ccccc2)cc1,0
CN1C2CCCC1CC(OC(=O)c1cccc3[nH]cnc13)C2 (stereo unspecified),-6
CC1C2Cc3ccc(O)cc3C1(C)CCN2CCC1OCCO1 (stereo unspecified),5
CCOc1ccc2c(c1)c(C(=O)O)c(C)n2C,-11

# Filtered by structure, the compounds so far with fluorine (6)
SMILES,ROC1-CUL1 inh
Fc1ccc2c(c1)C1C=CCC1C(c1cccnc1)N2 (stereo unspecified),3
N#CC(C#N)=NNc1ccc(F)cc1,-2
O=[N+]([O-])CC1=Nc2ccc(Cl)cc2C(c2ccccc2F)=NC1,14
N#CC(C#N)=Cc1ccc(Br)cc1F,-1
CN1CCN(c2cc3c(cc2F)no[n+]3[O-])CC1,-5
Cc1cccc(CN2CC=C(c3noc(CCC(=O)Nc4ccc(C)c(F)c4)n3)CC2)c1,-8

# Next section.
SMILES,ROC1-CUL1 inh
O=C(O)CC1(C(=O)O)CN2CCC1CC2 (stereo unspecified),4
COc1ccccc1Cn1cc(C(=O)NCCC(C)C)c(=O)c(C(=O)N(C)CCc2ccccn2)c1,-1
N=C1c2ccccc2CN1c1ccccc1Br,4
O=C(c1c[nH]cc1-c1ccccc1)c1cccc2ccccc12,-1
Nc1c(C(=O)Nc2ccc(Cl)cc2)sc2nc3c(cc12)N1CCC3CC1,-19
CN1CCC2(CC1)OC1CCCCC1c1sccc12 (stereo unspecified),0
N#CC1C(=N)Oc2c(c(=O)oc3ccccc23)C1c1cccc(O)c1 (stereo unspecified),1
Cc1cc(Cl)ccc1OCC(=O)N1CCCN(C)CC1,2
COc1ccc(CC(=O)Nc2ccc(N3CCC(NC(C)Cc4cccnc4)CC3)cc2)cc1 (stereo unspecified),5
CC(C)(C)N(N=O)c1ccccc1,-8
COc1cccc(-n2c(/C=C/c3cccc(C)c3)nc3ccccc3c2=O)c1,10
Cc1ccc(OCC(=O)Nc2ccc(Cl)cc2C(=O)c2ccccc2)cc1,-4
CCN(CC)CCN1C(=O)NC(=O)C(CC)(CC)C1=O,-8
CCCCc1nc2ccccc2c(=O)n1-c1ccc(Br)cc1,9
CN(Cc1ccc(F)cc1)c1ccc(OCC(=O)N2CCN(C/C=C/c3ccccc3)CC2)nn1,6
CCOC(=O)C1C(c2ccccc2)=NC(=O)C2OCCC21 (stereo unspecified),5
CC1OC(NCCc2ccccc2)C(O)C(O)C1O (stereo unspecified),4
CCn1cc(CN2CCCC(C(=O)c3ccc(OC)c(F)c3)C2)cn1 (stereo unspecified),1
N#CC1C(=N)Oc2c(c(=O)oc3ccccc23)C1c1cc2c(cc1Cl)OCO2 (stereo unspecified),1
COC(=O)C1C(=N)OC2=C(C(=O)CCC2)C12C(=O)N(C)c1ccccc12 (stereo unspecified),1
Cc1ccc(C2=NC(C)(C)N3C2C3c2ccc([N+](=O)[O-])cc2)cc1 (stereo unspecified),-10
Cc1cc(C)n(-c2cc(N3CCNCC3)ccc2[N+](=O)[O-])n1,7
O=C1/C(=C\c2cc3c(cc2Cl)OCO3)N2CCC1CC2,-7
O=C(CN1CCN(c2cccc(Cl)c2)CC1)Nc1ccc(Cl)cc1C(=O)c1ccccc1,1
CCCc1nc(SC)ncc1C(=O)Nc1ccc(Cl)cc1C(=O)c1ccccc1,0
CN1C(=O)C(=Cc2ccc(OCc3ccccc3)cc2)C(=O)N(C)C1=O,-5
CNC(C)(C)Cc1c2c(cc3c1CCC3)CCC2,-1
CCCCCCCSc1cc(OC)c(CCNC)cc1OC,4
Cc1ccccc1OCC(=O)N1CCN(C(c2ccccc2)c2ccccc2)CC1,-2
CN(C)C(C)(C)Cc1c2c(cc3c1CCC3)CCC2,-12
O=C(COc1ccc(Cl)cc1Cl)N1CCN(C2NS(=O)(=O)C3CCCCC23)CC1 (stereo unspecified),12
COc1ccc(C=C2C(=O)NC(=S)NC2=O)cc1OC(=O)c1ccccc1,1
CC1(C(=O)O)CCCC2(C)c3cc(O)c([N+](=O)[O-])cc3CCC12 (stereo unspecified),13
CN1CCN(C(=O)c2cccnc2Cl)CC1,-4
COc1ccc(OC)c(-n2c(O)c(C=C3C=Nc4ccccc43)c(=O)[nH]c2=O)c1,-6
CC(C)P(=O)(NC1CCCC1)C(C)C,-5
CC(N)Cc1ccccc1S(=O)c1ccccc1 (stereo unspecified),1
Clc1cc(-c2ccccc2)c(Cl)c(Cl)c1Cl,0
Clc1ccc2c(c1)C(c1ccccc1Cl)=NCc1nnc(CSCc3ccccc3)n1-2,-4
CC(C)(C)N(NC(=O)NC(c1ccc(Cl)cc1)P(=O)(Oc1ccccc1)Oc1ccccc1)C(=O)c1ccccc1 (stereo unspecified),-5
CCCCCCN1C(=O)CC(=O)NC1=S,10
COc1ccc(C(=O)C2CCCN(Cc3csc(C(C)=O)c3)C2)cc1F (stereo unspecified),6
COc1cc(OC)c(OC)cc1CNCCc1cccc(F)c1,-12
C=CC1CN2CCC1CC2C12Nc3ccccc3C1(O)CCO2 (stereo unspecified),2
CSc1ccc2[nH]cc(CCN)c2c1,-8
C=CCN1C(=O)C2(c3ccccc31)c1c(c3ccccc3oc1=O)OC(=N)C2C(=O)OCC (stereo unspecified),7
COc1cccc(CCNCc2cccc(F)c2)c1,0
Fc1ccc(CCNCc2ccc(Cl)c(Cl)c2)cc1,-17

# Continued (6 carried over from the part before).
SMILES,ROC1-CUL1 inh
COc1cc(OC)c(OC)cc1CNCCc1cccc(F)c1,-12
C=CC1CN2CCC1CC2C12Nc3ccccc3C1(O)CCO2 (stereo unspecified),2
CSc1ccc2[nH]cc(CCN)c2c1,-8
C=CCN1C(=O)C2(c3ccccc31)c1c(c3ccccc3oc1=O)OC(=N)C2C(=O)OCC (stereo unspecified),7
COc1cccc(CCNCc2cccc(F)c2)c1,0
Fc1ccc(CCNCc2ccc(Cl)c(Cl)c2)cc1,-17
SCC1CCCN2CCCCC12 (stereo unspecified),-10
COc1ccc2c(c1O)C13CCN(C)C(C2)C1CCC(=O)C3 (stereo unspecified),0
CCCC12CNCC(C)(CNC1)C2=O,0
COCCN1CCCC2(CCN(Cc3cnc(C)nc3)C2)C1 (stereo unspecified),11
CN1CCN(CCOC(c2cccc(Cl)c2)c2ccccc2Cl)CC1 (stereo unspecified),3
Cc1ccccc1-c1nn2c(=O)cc(CN3CCN(C(=O)COc4ccccc4Cl)CC3)nc2s1,0
c1ccc(CNC2=NCCS2)cc1,-1
CN(C)C(=O)Oc1cc[n+]2cc(-c3ccccc3)n(C)c2c1,0
CNC(C)Cc1c2c(cc3c1CCC3)CCC2 (stereo unspecified),-5
O=c1c2ccccc2[nH]c(=S)n1-c1ccc(Cl)cc1Cl,1
Clc1ccc(SCc2nnc3n2-c2ccc(Cl)cc2C(c2ccccc2Cl)=NC3)cc1,7
COc1cc(OC)c(C2c3c(c4ccccc4oc3=O)OC(=N)C2C#N)cc1OC (stereo unspecified),-3
CSC1=NC(=O)C(Br)C=N1 (stereo unspecified),-1
CC(Cc1cncs1)NC1CCN(c2cccc(NS(=O)(=O)c3ccc(F)cc3)c2)CC1 (stereo unspecified),9
CCCN1CCN(C(=O)COc2ccc(Cl)c(C)c2)CC1,8
Cc1ccc(NC(=O)N(Cc2ccc3c(c2)OCO3)C2CCN(Cc3ccccc3)CC2)cc1Cl,-7
N#CC1C(=N)Oc2c(c(=O)oc3ccccc23)C1c1cccc(Br)c1 (stereo unspecified),14
Cc1ccc(NC(=O)Cn2cc(C(=O)c3ccccc3)c3ccccc32)c(C)c1,8
Cc1[nH]c2ccc(OC(F)(F)F)cc2c1CCNCc1cc(F)c(F)c(F)c1,-5
CCCCCCCC1C(=O)NC(=S)N(c2ccccc2)C1=O (stereo unspecified),8
CN1CCN(C(=O)COc2ccc(F)c(Cl)c2)CC1,-2
Cc1ccc(S(=O)(=O)N2CCCCC2C(O)(c2ccccc2)c2ccccc2)cc1 (stereo unspecified),2
COc1cc2[nH]c(=O)n(-c3ccc(C)cc3)c(=O)c2cc1OC,-3

# This is a subset. The share of hits here may be higher or lower than overall.
